Assay outcomes: PubChem BioAssay, several laboratories
KLF5 inhibitor: inhibitors of KLF5 expression; DLD-1 KLF5 promoter-luciferase reporter, luminescence; inhibition, % at 5 µM; actives 0.23% (n = 290,000); AID 1700;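 active = inhibition above a per-plate limit of that plate's mean compound inhibition plus 3 SD, cut at about 60% in these data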;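 note: 0% = DMSO wells and 100% = LY294002 at 200 µM; higher means less KLF5 promoter-driven luciferase light; inactives centre near -14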
HSF1 inhib: HSF1 inhibition; NIH3T3-HGL HSE-luciferase, MG132-induced, luminescence 8 h; stronger effect = lower value; activity change, negative = inhibition, % at 7.5 µM (by protocol); actives 0.77% (n = 300,000); AID 2098;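 active = more than half of replicate wells show activity change below -50%, luminescence cut by over half; inconclusive = some wells, but at most half, below -50%; inactive = no replicate well below -50%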;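 note: luciferase reports HSF-1 transcriptional activity via heat shock element; 0% = median of DMSO wells and -100% = zero luminescence signal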
SKKanGAS inh: blocks kanamycin growth of S. pyogenes SKKanGAS strain | BacTiter-Glo, 6 h | inhibition, % at 7.5 µM | actives 1.3% (n = 300,000);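 active = mean replicate score, as percent of positive control median, at least 50; inconclusive = mean below 50 but one replicate at or above 50; inactive = mean and every replicate below 50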;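 note: strain carries kanamycin resistance gene driven by streptokinase promoter and grows in 40 µg/ml kanamycin; loss of luminescence reflects streptokinase promoter inhibition or plain growth inhibition; 0% = median of DMSO wells and 100% = positive control at its reference dose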
HIF act: HIF pathway transcriptional activation. U2OS HRE-luciferase reporter, luminescence; normalized: DMSO 0%, desferrioxamine 100%. activation, % at 7.5 µM (by protocol). actives 0.32% (n = 300,000). AID 1910;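 active = mean activation of at least 10% of the iron chelator positive control signal, with at least half of replicates also reaching 10%; inconclusive = mean and replicate majority disagree about reaching 10%; inactive = mean and most replicates under 10%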
HSP90 refold inh: inhibitors of HSP90 luciferase refolding in rabbit reticulocyte lysate; luciferase refolding luminescence, 3 h; inhibition, % at 5.6 µM; actives 0.91% (n = 290,000);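 active = inhibition above the screen-wide mean plus 3 SD, computed separately per campaign, cut at about 16% in these data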;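 note: 0% = DMSO wells and 100% = 60 µM geldanamycin wells; inhibitors lower the luminescence because luciferase stays unfolded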
aSyn UTR inh: MLPCN primary screen, SNCA 5' untranslated region; inhibition, % (tested at 7.5 µM); actives 0.82% (n = 300,000); alpha-synuclein 5'UTR reporter, inhibitor activity; in the data active = inhibition above about 60%; inconclusive = no clear call, values can overlap the other calls;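 note: H4 neuroglioblastoma cells stably carrying SNCA 5'UTR luciferase fusion; 0% = DMSO wells and 100% = positive control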
IEC-6 tox: counter-screen for KLF5 inhibitors: cytotoxicity in IEC-6 cells; actives 0.78% (n = 290,000); AID 1825; inhibition, % at 5 µM; IEC-6 cytotoxicity, luminescence viability; in the data active = inhibition above about 22%;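 note: 0% = plate median of test compound wells and 100% = cytotoxic reference compound wells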
HSF-1 act: increases HSF-1 driven luciferase reporter signal; NIH3T3-HGL HSF-1 luciferase reporter, MG132, 8 h; 100% = twice DMSO control signal; activation, % at 9 µM; actives 1.7% (n = 300,000); AID 504408;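 active = mean replicate activation of at least 50% with a set share of replicates each reaching 50%; inconclusive = only one of those two conditions met; inactive = mean below 50% and too few replicates reaching it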;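 note: 0% = median of the neutral control wells and 100% = twice that signal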
AI-2 QS mod: modulates the Vibrio harveyi AI-2 quorum sensing system; AID 2094; actives 0.4% (n = 300,000); Vibrio harveyi JMH597 AI-2 luminescence/OD600 ratio, 9 h; stronger effect = lower value; strain lacks LuxN and CqsS sensors; 0 = neutral-control median; activity change, % at 7.5 µM; in the data active = activity change below about -75%, passing the limit was not always enough; inconclusive = no clear call, values can overlap the other calls;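 note: luminescence divided by OD600 gain over 9 h not by final OD600 alone; inactives centre near 13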
Platelet DG rel: platelet dense granule release activity | human platelet-rich plasma, SFLLRN dense granule ATP release, luminescence | inhibition, %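 (compounds screened at 7.5 µM in platelet-rich plasma)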 | actives 0.22% (n = 300,000);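 active = mean replicate score, as percent of positive control, at or above 50; inconclusive = mean below 50 but at least one replicate at or above 50; inactive = mean and every replicate below 50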
An asterisk follows results filed as active; u = inconclusive; x = no result given.

Molecule,HSF-1 act,SKKanGAS inh,IEC-6 tox,KLF5 inhibitor,HIF act,HSF1 inhib,Platelet DG rel,aSyn UTR inh,AI-2 QS mod,HSP90 refold inh
N#Cc1ccc(C(=O)OCC(=O)N2CCCC2)cc1,-2,0,5,-18,0.2,-7,-2,3,19,2
O=C(N/N=C/c1ccc2c(c1)OCO2)c1cc2ccccc2o1,-6,-10,-2,-18,0.1,-6,-1,1,16,1
COc1ccc(NC(=O)CN2CCN(CC#N)CC2)cc1,11,0,-4,-34,-0.9,1,-5,5,13,-5
CCSc1oc(-c2ccccc2)nc1S(=O)(=O)c1ccccc1,-7,1,4,-25,-0.2,0,10,15,9,0
CC[C@@H](C)C(N)c1cn([C@@H](CCC(=O)O)C(=O)N2CCNCC2)nn1 (stereo partly specified),-47,11,-4,-31,-0.8,-33,2,-7,29,3
Cc1c(C(=O)C(=O)NCc2cccs2)c2ccccc2n1C,-93,-3,-7,-14,0.1,-92*,-3,12,-4,-4
O=C(C1CCC(CNc2c(N3CCCCC3)c(=O)c2=O)CC1)N1CCN(C2CCCCC2)CC1 (stereo unspecified),-4,-8,-5,-36,0.4,-1,3,-8,25,0
COc1ccc(-c2cn3c(n2)CCC3)cc1,26,0,-1,-68,5.8,32,5,-91,5,-2
CCOC(=O)c1cccc(NC(=O)N[C@@H](C)C(=O)OC)c1,9,-6,0,-14,0.0,1,-4,-15,5,0
Cc1nc(Nc2cnc(/C=C/c3cc(C(=O)Nc4cccc(C(F)(F)F)c4)ccc3C)cn2)cc(N2CCNCC2)n1,19,72*,0,-5,-7.4,9,-12,81*,31,1
O=C(NCCc1ccccc1)c1n[nH]c(=O)c2ccccc12,4,4,-6,-36,0.4,11,5,-37,26,-2
CCc1ccc(Nc2nc(C)cc(C)c2C(N)=O)cc1,4,-1,2,-4,-0.2,2,-3,16,-6,-4
Cc1ccccc1CSc1nnc(-c2cnccn2)n1C,10,-9,10,-12,2.8,-11,-9,-105,17,4
O=C(NCc1ccco1)C1CCCN1S(=O)(=O)c1ccc2ccccc2c1 (stereo unspecified),-9,0,-3,1,-0.1,-5,1,24,32,3
COc1cccc(OC)c1OCCOCCN1CCN(C)CC1,4,-7,3,-17,-27,-6,-10,2,6,4
CN(C)c1ccc(NC(=S)NCC2CCCO2)cc1 (stereo unspecified),25,1,-1,-39,0.0,10,-9,-101,14,-8
CCOC(=O)C1CCN(Cc2c(C(=O)N3CCOCC3)nc3c(C)cccn23)CC1,7,-19,5,22,3.0,3,-7,-8,28,13
Cc1ccccc1NC(=O)Cc1c(O)c2ccccc2[nH]c1=O,13,1,-6,16,-0.6,-2,1,1,10,3
COc1ccc(CN2CCNC(=O)C2CC(=O)NCCc2nc(C)c(C)s2)cc1C (stereo unspecified),-2,-2,-8,-12,0.0,-2,9,-16,1,-7
O=C(N/N=C/c1cccc2nccnc12)c1ccccc1O,-6,-4,2,-11,8.4,-12,1,6,87,0
O=C(COc1ccc2c3c(c(=O)oc2c1)CCC3)c1ccc2c(c1)OCO2,-5,-5,1,-28,0.0,-11,4,13,26,-3
O=C(c1cnn(-c2ccc(Cl)cc2)c1)c1ccccc1O,-1,5,-2,-111,0.1,-2,5,-238,17,6
Cc1ccc(S(=O)(=O)N(C)c2ccc(C(=O)N3CCN(Cc4ccc5c(c4)OCO5)CC3)cc2)cc1,23,-5,-5,-67,0.0,10,0,25,21,3
COc1ccc(Br)cc1[C@H]1[C@@H]2C=CCC[C@@]2(C)C(=O)N1Cc1ccccc1,2,u,x,x,-0.3,12,5,11,-3,x
CCOC(=O)C(CC)Sc1cc(C)nc2ccc(OC)cc12 (stereo unspecified),15,2,-4,-20,-0.5,2,12,-12,17,2
CC(NC(=O)CCC(=O)N1CCCCCC1)c1ccccc1 (stereo unspecified),18,-1,4,-28,-12,1,1,-31,7,6
CCc1cc2c(Sc3nc4ccccc4s3)ncnc2s1,99*,19,2,-14,-0.1,62,3,u,-33,0
Cc1ccc(NC2(C(F)(F)F)N=C(c3ccccc3)NC2=O)nc1 (stereo unspecified),18,5,0,-6,0.1,1,-1,-1,0,0
COc1ccc(/C=C/C(=O)Nc2cc(S(=O)(=O)N3CCOCC3)ccc2C)cc1OC,5,-3,-5,6,-0.8,7,3,-17,-4,2
COc1ccc(C2=CC(=O)CC(c3ccc(F)cc3)C2)cn1 (stereo unspecified),61*,1,x,x,-0.2,29,-5,6,-4,x
Nc1nc(-c2ccc(Cl)cc2)c(N=Nc2ccc(S(=O)(=O)N3CCOCC3)cc2)s1,-7,33,-6,-4,-0.3,3,9,43,16,6
CCOC(=O)c1ccc(NC(=S)Nc2cc(C)cc(C)n2)cc1,5,0,-1,-9,0.3,-5,-2,-14,18,3
COc1cccc(C(=O)CSc2nc3cccnc3n2C)c1,21,-8,0,-19,-0.5,1,9,-20,12,0
O=C(c1ccco1)N1CCN(c2ccc([N+](=O)[O-])cc2F)CC1,-4,12,3,-31,0.2,0,-48,-20,12,-1
Cc1oc(-c2ccc(Cl)cc2)nc1CN1CCC(C(=O)NCCCN2CCOCC2)CC1,-22,4,8,-12,0.2,-11,3,-7,13,-3
O=C(c1nc2ncccn2n1)N1CCN(c2ccc(F)cc2)CC1,-3,2,0,-17,0.0,2,-6,-5,26,-3
Cc1oc(C(C)(C)C)cc1C(=O)N1CCN(C(c2ccccc2)c2ccccc2)CC1,10,63*,2,-10,-0.5,2,-3,20,17,3
CCN(C(=O)CN1C(=O)/C(=C/c2ccccc2)SC1=S)C1CCS(=O)(=O)C1 (stereo unspecified),-7,-2,7,-12,-0.2,9,-9,9,30,-2
CCN(CC)c1ccc(/C=C(\C#N)C(=O)c2ccc(Br)cc2)cc1,-11,-9,5,3,-0.4,3,9,0,12,2
CCCCC(=Nc1ccc(N)cc1)C1=C(O)C(C(=O)OC)C(C)(C)CC1=O (stereo unspecified),-18,9,-4,4,-0.9,3,2,0,-2,5
Cc1ccc(C(=O)Cn2c(C)cc(C)c(C#N)c2=O)cc1,-7,-2,3,2,3.2,-2,-1,-1,23,0
CC(C)CCNC(=O)C(c1ccco1)N(Cc1ccc(F)cc1)C(=O)c1snc(C(N)=O)c1N (stereo unspecified),7,7,-1,-20,-0.6,6,4,23,2,0
CCOC(=O)C1CCCN(c2nc3c(C)cccn3c(=O)c2/C=C(\C#N)C(=O)NCc2ccco2)C1 (stereo unspecified),6,5,2,-21,0.3,-5,1,6,16,0
COc1cccc(N2CC(C(=O)NNC(=O)c3ccc(Cl)cc3)CC2=O)c1 (stereo unspecified),3,4,-1,1,-0.6,-9,1,21,22,-2
C/C(=N/NC(=O)c1cc(-c2ccccc2)nc2c(Cl)cccc12)c1cccnc1,9,90*,4,-23,0.3,-2,2,-1,24,-4
COc1cc(CC(=O)OCc2ccccc2F)cc(OC)c1OC,6,-1,-2,-10,0.5,10,-1,5,29,-3
CCCC(=O)Nc1sc2c(c1C(=O)OCC)CC(C)(C)OC2,0,-4,5,-26,-1.8,0,13,43,23,5
CCOC(=O)c1c(C)c(C(=O)NCCOC)c(C)n1CC,-6,4,-2,-40,0.0,-2,-2,6,24,-1
CC(=O)N/C(=C\c1ccc(F)cc1)C(=O)NC(Cc1ccccc1)C(=O)O (stereo unspecified),-10,9,4,-9,0.0,-2,-2,5,13,-4
CC(=O)Nc1ccc(S(=O)(=O)Nc2ccc(S(=O)(=O)Nc3nc(C)cc(C)n3)cc2)cc1,3,-4,1,14,0.2,0,3,-31,17,-3
O=C(NCc1ccncc1)Nc1ccccc1Cl,1,-9,-2,-4,0.2,-4,0,-6,14,7
COc1ccc(S(=O)(=O)N2CCC(C(=O)NCC(c3cccs3)N(C)C)CC2)cc1 (stereo unspecified),-1,3,-2,-7,-0.6,-6,0,-12,14,3
CC1CCCN(c2ccc(N)cc2C(N)=O)C1 (stereo unspecified),9,1,-1,5,-0.6,4,-3,9,-4,-1
Cc1cc(C)cc(OCC(=O)NCCc2nc3ccccc3[nH]2)c1,3,1,1,-25,0.0,1,18,21,6,2
Cc1ccc(C(=O)NN2C(=O)C3C4c5ccccc5C(c5ccccc54)[C@@H]3C2=O)cc1 (stereo partly specified),27,3,-1,-14,0.5,3,0,2,12,-1
O=[N+]([O-])c1ccccc1/C=C/CN1CCCCC1,-13,4,-6,-19,0.1,-7,5,12,14,-2
CCC(=O)Nc1cccc(SC)c1,15,0,7,0,0.2,-5,4,7,2,-4
CCCC[n+]1ccn(-c2nc3c([N+](=O)[O-])cccc3n2C)c1,8,6,-8,-8,-1.4,-1,1,-2,-1,-3
Cc1nn(Cc2c(F)c(F)c(F)c(F)c2F)c(C)c1NC(=O)c1ccc(COc2ccc(Cl)cc2Cl)o1,2,29,-4,-7,-0.1,-3,-2,33,18,-2
CN1C(=O)[C@@H]2[C@@H]3C[C@@H]([C@H]4ON=C(c5ccccc5OCC#N)[C@@H]34)[C@@H]2C1=O,x,-2,3,16,x,x,x,x,10,0

Additional entries:
Molecule,HSF-1 act,SKKanGAS inh,IEC-6 tox,KLF5 inhibitor,HIF act,HSF1 inhib,Platelet DG rel,aSyn UTR inh,AI-2 QS mod,HSP90 refold inh
O=[N+]([O-])c1ccc(N/N=C\c2cccn2-c2ccccc2)nc1,-9,6,0,-5,-0.4,4,-1,51,40,-3
Cc1nn(C)cc1-c1csc(N)n1,-12,-1,1,-9,-0.1,-6,-3,22,27,1
CCSc1nc2cc(OC)c(OC)cc2c(=O)n1CCc1ccccc1,18,9,0,5,-0.7,13,-3,5,12,6
O=C(Nc1nnc(S(=O)(=O)N2CCOCC2)s1)c1cccc(F)c1,-4,3,2,-86,2.1,4,-1,-102,9,-3
Cc1ccc(OCC(=O)OCC(=O)c2c(N)n(C)c(=O)n(C)c2=O)cc1C,-3,-11,-2,-24,-0.4,-1,5,-7,13,5
CSCCNC(=O)Nc1c(-c2c(Cl)cccc2Cl)noc1C,-17,2,0,-38,-0.4,-14,0,-18,2,-3
CC(=O)n1cc(/C=N/NC(=O)c2ccc(Cl)cc2)c2ccccc21,27,-5,4,-31,0.7,15,0,-69,29,-2
COc1ccc(C(=O)CCN2CCN(c3ccccc3F)CC2)cc1,32,-11,4,6,-0.3,11,-16,-17,16,-1
NC(=O)C1CCN(CCC(=O)Nc2ccc(F)c(F)c2)CC1,-6,-17,-4,10,-8.9,-12,-10,0,19,0
CCOC(=O)C(Cc1ccccc1)NC(=O)CNC(C)=O (stereo unspecified),0,-14,5,-11,0.1,-10,-6,-13,3,2
Cc1csc(SCC(=O)NC(=O)NCc2ccccc2)n1,4,-2,-3,20,-1.0,6,-4,0,31,5
O=C(COC(=O)c1ccccc1[N+](=O)[O-])Nc1cccnc1Cl,14,-3,x,x,-1.2,1,13,11,3,x
